Screens from PubChem.
GoLoco inh red: inhibitors of human Gai1-RGS12 GoLoco interaction (red fluorophore) | P63096 | Potency, µM (top dose mostly 61.6 µM), inactives show at the top dose activity, negative = inhibition, usual class: inhibitors | AID 880 | 230,000 compounds, 0.44% hits | Gai1:RGS12 GoLoco peptide FP, rhodamine, 10 min; active means well fitted inhibition curve with a large enough effect, not every such curve was filed as active; inactive means no such curve, though single readings can be large or run the other way; further: on the % scale 0 is the no-effect control and ±100 the full control effect; nearly all actives have a fitted effect of over 30% in size; many of its hits are not listed in these tables
Target sequence (P63096 whole entry, looked up): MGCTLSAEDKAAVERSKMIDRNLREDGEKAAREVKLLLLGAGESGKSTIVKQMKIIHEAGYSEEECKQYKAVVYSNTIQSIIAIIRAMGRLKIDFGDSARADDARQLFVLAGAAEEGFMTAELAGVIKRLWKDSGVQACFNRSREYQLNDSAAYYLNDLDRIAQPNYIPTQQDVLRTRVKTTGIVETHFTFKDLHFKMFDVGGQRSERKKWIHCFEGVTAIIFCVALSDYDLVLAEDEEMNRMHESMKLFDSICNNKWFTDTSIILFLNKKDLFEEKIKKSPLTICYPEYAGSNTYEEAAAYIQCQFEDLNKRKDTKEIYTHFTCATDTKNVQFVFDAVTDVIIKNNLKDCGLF
LMNA splice mod: modulators of lamin A splicing. HeLa LMNA splicing GFP/RFP minigene ratio, 48 h. Potency, µM (doses to about 46.1 µM), for the others: at the top dose ratio change, negative = inhibition, usual class: inhibitors. 200,000 compounds, 0.01% hits; active means well fitted inhibition curve with a large enough effect in the signal ratio, with a control signal flat, not every such curve was filed as active; inconclusive means small, poorly fitted or top-dose-only effect, or effect the other way, or a change in a side signal; the % refers to the signal ratio; further: on the % scale 0 is the no-effect control and ±100 the full control effect
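S3 HeLa cells stably expressing lamin A-EGFP splicing minigene plus DsRed2, 600 cells/well, 48 h compound exposure at 37C. Laser-scanning cytometry; analysed as GFP (500-530 nm)/RFP (575-640 nm) total intensity ratio; 0.5% DMSO vehicle.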
JMJD2E inh: blocks human JMJD2E demethylase activity; B2RXH2; Potency, µM (top dose mostly 57.1 µM), without a hit: at the highest dose activity change, negative = inhibition, most hits filed as inhibitors; JMJD2E catalytic domain, FDH-coupled NADH fluorescence (FDH is formaldehyde dehydrogenase); 230,000 compounds, 1.6% hits; AID 2147; active means well fitted inhibition curve with a large enough effect, not every such curve was filed as active; inconclusive means small, poorly fitted or top-dose-only effect, or another doubt; inactive means no such curve, though single readings can be large or run the other way;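 further: 0% = wells with enzyme and -100% = buffer wells without enzyme; nearly all actives have a fitted effect of over 50% in size; many of its hits are not listed in these tables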
Target sequence (B2RXH2 1-337 limits assumed): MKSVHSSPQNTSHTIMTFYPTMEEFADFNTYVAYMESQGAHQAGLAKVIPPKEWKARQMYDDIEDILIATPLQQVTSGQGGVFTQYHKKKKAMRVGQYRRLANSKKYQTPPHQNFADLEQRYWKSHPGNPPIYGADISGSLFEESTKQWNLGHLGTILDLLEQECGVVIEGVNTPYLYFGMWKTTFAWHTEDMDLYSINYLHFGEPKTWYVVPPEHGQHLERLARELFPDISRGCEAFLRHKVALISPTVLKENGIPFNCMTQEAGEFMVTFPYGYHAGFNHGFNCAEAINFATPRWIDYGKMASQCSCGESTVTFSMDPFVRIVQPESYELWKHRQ
RECQ1 helicase: blocks DNA unwinding by human RECQ1 | AID 2549 | 240,000 compounds, 0.54% hits | P46063 | RECQ1 DNA unwinding, red fluorescence kinetic read | Potency, µM (highest dose often 57.3 µM), without a hit: at the highest dose activity, negative = inhibition, hits mostly inhibitors;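 further: plate controls were vehicle for no effect and no enzyme for full effect; nearly all actives have a fitted effect of over 30% in size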
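50 nM RECQ1T1 preincubated 15 min with compound in Tris pH 8.0 buffer with MgCl2, DTT, Tween-20 and 2.5 ug/ml poly(dI-dC); started with 200 nM TAMRA/BHQ-2 forked duplex and 2 mM ATP. Unwinding read as fluorescence (525/598 nm), two reads 2 h apart.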
TRb SRC2 PPI: inhibitors of human thyroid hormone receptor beta-SRC2 interaction; 280,000 compounds, 0.065% hits; TRbeta-SRC2 peptide binding, fluorescence polarization; receptor liganded with 1 µM T3; P10828; Potency, µM (titrated, usually from 106 µM), inactives show at the highest dose activity change, negative = inhibition, most hits filed as inhibitors;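 further: plate controls were bound peptide for no effect and peptide without receptor for full effect; nearly all actives have a fitted effect of over 50% in size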
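Decrease in fluorescence polarization of 20 nM Texas Red SRC2 coactivator peptide flagged inhibition of its binding to 0.6 uM TRb LBD; 1 uM T3 included, incubation 5 hr, ex 555/em 632 nm.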
ALDH1A1 inh: inhibitors of human aldehyde dehydrogenase 1A1; Purified ALDH1A1, NADH fluorescence, propionaldehyde substrate; 220,000 compounds, 7.3% hits; P00352; Potency, µM (series often up to 75.3 µM), for the others: at the highest dose activity, negative = inhibition, usual class: inhibitors; active means well fitted inhibition curve with a large enough effect, not every such curve was filed as active; inconclusive means small, poorly fitted or top-dose-only effect, or another doubt; inactive means no such curve, though single readings can be large or run the other way;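 further: plate controls were no enzyme wells and a reference inhibitor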
SMN2 splice up: SMN2 splice variant enhancement | HEK293 SMN2-luciferase splicing reporter, luminescence, 30-36 h | Potency, µM (doses to about 46.1 µM), inactives show at the top dose activity change, positive = activation, most hits filed as activators | 210,000 compounds, 2.8% hits | AID 1458; further: % of control where 0% means no effect; nearly all actives have a fitted effect of over 55% in size
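HEK293 cells carry an SMN2 minigene-luciferase reporter in which exon 7 inclusion puts luciferase in frame. Cells were seeded at 2000 cells/well, attached for 10-12 hours, then exposed to compounds for 30-36 hours at 37C before ONE-Glo luminescence.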
TexasRed fluor: counter-screen for TRb-SRC2 inhibitors: fluorescence interference; TRb/SRC2 Texas Red total fluorescence interference; Potency, µM (titrated, usually from 106 µM), for inactives: at the highest dose fluorescence change, negative = quenching; 280,000 compounds, 0.29% hits; AID 1479; active means well fitted curve in either direction with a large enough effect; inconclusive means small, poorly fitted or top-dose-only effect; further: on the % scale 0 is the no-effect control and ±100 the full control effect
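Human TRb ligand-binding domain at 0.6 uM with 20 nM Texas Red SRC2 peptide in Tris buffer containing 1 uM T3 and 5% DMSO, incubated with compound 5 h at ambient temperature. Total fluorescence (555/632 nm) calculated as parallel + 2 × perpendicular.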
Numbers without * were called inactive; i = inactive; ? = inconclusive; . = not tested or not shown; & = joins results of further samples; [ ] = dose if it differs, or a comment. Unless noted, the call rests on the fitted dose curve; in most records, active means well fitted curve in the direction sought with a large enough effect; inconclusive means small, poorly fitted or top-dose-only effect, or another doubt; inactive means no such curve, though single readings can be large; an effect the other way counts as inactive or inconclusive. Potency means the concentration at half of the fitted maximal effect. These rows are one share of the data; the hit share may differ from the screen's.

mol	GoLoco inh red	LMNA splice mod	JMJD2E inh	RECQ1 helicase	TRb SRC2 PPI	ALDH1A1 inh	SMN2 splice up	TexasRed fluor
O=C(c1cc2cc(Br)ccc2s1)N1CCOCC1	2%	29%[46 µM]	3%	-4%	-3%	2%	4%	-8%
Cc1ccc(NC(=O)COC(=O)c2cc(Cl)ccc2[N+](=O)[O-])c(C)c1	-9%	8%	4%	i	1%	?	-3%	-1%
CCn1nc(C)c(NC(=O)Nc2cccc(Cl)c2Cl)c1C	6%	-21%[46 µM]	6%	-7%	-2%	4%	-10%	-8%
O=C(c1ccc(C(F)(F)F)cc1)c1c[nH]c(C(=O)NCCCn2ccnc2)c1	4%	12%	12%	12%	-5%	6%	4%	3%
O=C(N/N=C/C=C/c1ccccc1)c1ccccn1	4%	.	-12%	5%	-7%	.	.	-2%
Cc1nn(C)c(C)c1C(=O)NN	-3%	4%	44%[activator]	i	1%	-10%	-22%	1%
CC(=O)N1CCc2c(sc(NC(=O)c3ccc([N+](=O)[O-])o3)c2C#N)C1	-5%	?	-8%	i	9%	3.2µM*	11µM*	-6%
Fc1ccc(C(c2nnnn2C2CCCC2)N2CCN(Cc3ccncc3)CC2)cc1 (stereo not given)	-10%	9%	0%	i	-1%	3%	-1%	-5%
O=C(NC(=S)Nc1ccc(CN2CCOCC2)cc1)c1ccc([N+](=O)[O-])cc1Cl	1%	.	3%	-8%	2%	?	-9%	-5%
CC/C(=N\NC(=S)NC(C)C)c1ccc(OC)c(OC)c1	1%	-7%[9.22 µM]	-1%	5%	1%	?	18%	-3%
Cc1c(C(=O)N/N=C/c2ccccc2)[nH]c2c([N+](=O)[O-])cccc12	10%	7%[46 µM]	-21%	-2%	-2%	8%	.	-1%
CSc1n[nH]c2nc3c(c(=O)n12)C1(CCCC1)Cc1ccccc1-3	-11%	2%	3%	i	1%	?	-6%	-2%
Cc1ccc(C2(CC(=O)N3CCCC3)CCOC(C(C)C)C2)cc1 (stereo not given)	-4%	2%	2%	i	5%	?	-6%	-1%
C#CC[N+]1(CC#Cc2ccccc2)CCCCC1	-3%	.	0%	0%	-3%	-3%	-13%	-1%
CC(=O)NC(Cc1cccc(F)c1)C(=O)NC1CCN(c2nnnn2-c2ccccc2)CC1 (stereo not given)	11%	?	-12%	13%	5%[53 µM]	1.4µM*	.	-2%[53 µM]
CCCCCCOc1ccccc1C(N)=O	12%	?	-7%	i	-6%	2%	-10%	-2%
COc1ccc(N2CCN(Cc3nnc(-c4ccccc4)o3)CC2)cc1	-12%	-5%	4%	-3%	5%	2%	-5%	4%
COC(=O)c1sc(-c2ccc(C(C)(C)C)cc2)cc1NC(=O)CCC(=O)O	7%	.	?	-3%	-2%	.	.	-1%
COC(=O)[C@@H]1CC[C@H](C)[C@@H](c2ccc(C)cc2)N1C(=O)c1ccc(/C=N/OC[C@@H](O)COCc2ccco2)cc1	-9%	?	-20%	i	-5%	?	-26%	-1%
O=c1c(Cl)c(Cl)cnn1Cc1ccccc1Cl	8%	?	-2%	1%	-3%	7%	?	-1%
COc1ccc2cc(-c3[nH]ncc3CN3CCCC3c3nonc3C)ccc2c1 (stereo not given)	21%	23%[46 µM]	-10%	i	9%	-13%	-21%	-1%
CN(C(=O)COC(=O)c1n[nH]c2ccccc12)C1CCS(=O)(=O)C1 (stereo not given)	9%	-4%	?	-3%	3%	?	0%	4%
CCCCC/C=C\CC1OC1CCCCCCCC(=O)O (stereo not given)	6%&6%	.	0%	10%&-18%	2%&2%	1%&11%	-1%&-3%	0%&-3%
CC(C)CC1C(C#N)=C(N)SC(N)=C1C#N	83%[activator]	-6%	?	-22%	-9%	3.5µM*	-7%	3%
COc1cccc(N/C=C/C(=O)c2ccc(Cl)cc2)c1	1%	?	-3%	-6%	-4%	?	4.5µM*	1%
Cc1c(Br)c([N+](=O)[O-])nn1CC(=O)Nc1sc2c(c1C(=O)OC(C)C)CCCC2	-14%	1%	-1%	-8%	-8%	-10%	-24%	0%
Cn1cnc([N+](=O)[O-])c1NC(C)(C)C	-13%	5%	-2%	i	-19%	12%	-11%	0%
CCN1C(=O)CCCc2ccccc21	7%	.	-5%	14%	-5%	-2%	5%	1%
CC(C)(C)CC(=O)O/N=C(\N)c1ccncc1	0%	?	3%	-2%	5%	6%	14%	1%
CCSc1nnc(-c2ccc(Cl)cc2Cl)o1	1%	5%	3%	-7%	0%	?	?	-1%
CCOC(=O)N1CCN(C(=O)c2cc3c(ccc4ccccc43)oc2=O)CC1	.	2%	?	-5%	1%	?	.	-1%
COC(=O)[C@@]1(Cc2ccc(F)cc2)[C@H]2c3cc(C(=O)N(C)C)n(Cc4nc5ccccc5[nH]4)c3C[C@H]2CN1C(=O)c1ccccc1	38%&29%[activator]	?	?	-2%&-10%	-1%&-2%	?	-20%&-13%	-3%&3%
CCCCNc1ccccc1C(=O)OCC(=O)Nc1ccc(S(N)(=O)=O)cc1	2%	2%	?	i	-2%	?	-12%	-6%
CC1CCC(NC(=O)CN2CCCN(Cc3ccc(F)cc3Cl)C2=O)CC1 (stereo not given)	0%	?	2%	i	-6%	-6%	-29%	0%
COc1ccc(CCNC(=O)CCn2c(=O)oc3ccccc32)cc1	9%	-7%	8%	2%	-1%	?	-3%	-1%
Cc1nc([N+](=O)[O-])cn1CC(O)c1ccc(F)cc1 (stereo not given)	-2%	.	7%	-11%	-2%	.	.	0%
CC(=O)Nn1c(C)nnc1-n1nc(C)cc1C	-6%	0%	-2%	0%	-7%	5%	1%	-4%
O=C(NCCCc1nc2ccccc2[nH]1)c1ccc(F)cc1	-12%	.	6%	-10%	-7%	3%	0%	0%
COc1ccccc1NS(=O)(=O)c1cc(NC(=O)CNC(=O)c2ccc(C)s2)ccc1Cl	-13%	?	-3%	-5%	2%[53 µM]	?	2%	0%[53 µM]
CC(C)Oc1ccc(CCNC(=O)CC2C(=O)NCCN2C)cc1 (stereo not given)	3%	.	-16%	-4%	1%	.	.	1%
CC(C)CCNC(=O)c1ccc(Cl)c(NC(=O)c2ccccc2F)c1	8%	.	7%	i	-2%	-10%	.	-5%
CSc1nnc2c(n1)OC(c1ccc(C(=O)O)cc1)N(C(C)=O)c1ccccc1-2 (stereo not given)	4%	-1%	-4%	i	-5%	-3%	-8%	0%
CC1(C)CC(O)CC(C)(C)N1CC(O)COCCOc1ccc(Br)cc1 (stereo not given)	-7%	10%	1%	i	-5%	8%	9%	-6%
O=C(NC(=S)Nc1ccc2c(c1)OCO2)c1ccccc1	14%	9%	-1%	-1%	9%	5µM*	20µM*	1%
COc1cccc(-c2cc(C(=O)Nc3ccn(Cc4ccc(C)cc4)n3)no2)c1	2%	.	5%	14%	-1%&0%	4%	-30%&-9%	-3%&5%
CCOC(=O)C1CCN(C(C(=O)NC2CCCCC2)c2ccc(OC)cc2)CC1 (stereo not given)	7%	4%	0%	3%	-2%	4%	24%	2%
CC(SCc1ccccc1)C(=O)Nc1ccccc1-c1ccccc1 (stereo not given)	5%	-1%	-14%	-4%	-3%	7%	5%	6%
COC(=O)CSc1nnc(-c2ccncc2)o1	-4%	-9%	5%	i	1%	0%	11%	-1%
Cc1cccc(NC2=NCC(=O)N2CCc2ccccc2)c1	12%	10%	-7%	-4%	-19%	-6%	-5%	2%
Cc1ccc(NC(=O)c2ccc(=O)[nH]c2)cc1S(=O)(=O)N1CCCCC1	-4%	.	-5%	0%	1%	.	.	-3%

Remaining list, next part
mol	GoLoco inh red	LMNA splice mod	JMJD2E inh	RECQ1 helicase	TRb SRC2 PPI	ALDH1A1 inh	SMN2 splice up	TexasRed fluor
Cc1ccccc1-c1ccc(=O)n(CC(=O)Nc2ccc(-n3cnnn3)cc2)n1	-2%	.	-10%	5%	3%	.	.	-2%
CCOc1cc(C2NC(=S)NC(C)=C2C(=O)Nc2ccc(OC)cc2)ccc1O (stereo not given)	4%	-4%	2%	-1%	3%	?	-39%[inhibitor]	0%
CN(C)C(=O)C[n+]1ccc(/C=N/O)cc1	-17%	-12%	-1%	2%	-7%	-2%	7%	-4%
COc1cccc(CN2CCCC(C(=O)c3ccc4c(c3)OCO4)C2)c1O (stereo not given)	14%	10%[46 µM]	?	11%	-3%	4%	.	0%
CC1CN(C(=O)/C=C/c2ccc3c(c2)OCO3)CC(C)O1 (stereo not given)	-1%	2%	?	4%	-2%	?	7%	-2%
O=C(Nc1ccc(N2CCOCC2)cc1)C1CCCCN1S(=O)(=O)c1ccccc1 (stereo not given)	3%	.	6%	-5%	7%	.	.	-2%
Cc1cccc(-n2c(=O)[nH]c3c(C(N)=O)nc(C(C)C)nc32)c1	10%	0%	?	i	-7%	-15%	6%	-7%
CCC1(CC)NC(=O)N(CC(=O)OCC(=O)NC(=O)c2ccc(Cl)cc2)C1=O	-1%	.	0%	-15%	3%	?	.	-5%
COC(=O)C1=C(C)N(CCc2ccccc2)C(=O)C1	7%	8%	-2%	i	-1%	-4%	-21%	-4%
O=C1CCCC2=C1C(c1cccc(O)c1)c1c(ccc3ncccc13)N2 (stereo not given)	-4%	-11%[46 µM]	?	i	5%	-4%	?	-1%
O=C(CSc1cn(CC(=O)N2CCCC2)c2ccccc12)NCC1CCCO1 (stereo not given)	5%	.	-3%	i	5%	?	12%	1%
O=C(NC(=S)Nc1ccccc1N1CCOCC1)c1sc2ccccc2c1Cl	-10%	2%	-4%	-1%	-6%	?	-35%[inhibitor]	2%
